High-throughput results: PubChem BioAssay, Sanford-Burnham Center for Chemical Genomics
beta cell repl: induces beta-cell replication in MIN6 cells; MIN6 cells proliferation, ATPlite luminescence, 48 h; cells starved in 0.2% serum; 100% = growth in 10% serum; 330,000 tested, 0.29% active; AID 2380; proliferation, % at 10 µM;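 active means compounds whose signal lies at least 3.5 SD above the mean of all wells on their plate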;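 further: 0% = DMSO-treated cells in low-serum medium and 100% = 10% serum control; some compounds called inactive have numbers as strong as hits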
A3G deaminase: blocks human APOBEC3G single-stranded DNA deamination | Q9HC16 | recombinant A3G, ssDNA deamination FAM/TAMRA fluorescence | inhibition, % at 20 µM | 330,000 tested, 0.28% active | AID 493012;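 active means inhibition of at least 40% at 20 µM, with no more than 30% in the related APOBEC3A deaminase screen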;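 further: plate controls were DMSO wells with A3G for no effect and wells lacking A3G enzyme for full effect; some compounds called inactive have numbers as strong as hits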
Target sequence (Q9HC16 whole entry, looked up): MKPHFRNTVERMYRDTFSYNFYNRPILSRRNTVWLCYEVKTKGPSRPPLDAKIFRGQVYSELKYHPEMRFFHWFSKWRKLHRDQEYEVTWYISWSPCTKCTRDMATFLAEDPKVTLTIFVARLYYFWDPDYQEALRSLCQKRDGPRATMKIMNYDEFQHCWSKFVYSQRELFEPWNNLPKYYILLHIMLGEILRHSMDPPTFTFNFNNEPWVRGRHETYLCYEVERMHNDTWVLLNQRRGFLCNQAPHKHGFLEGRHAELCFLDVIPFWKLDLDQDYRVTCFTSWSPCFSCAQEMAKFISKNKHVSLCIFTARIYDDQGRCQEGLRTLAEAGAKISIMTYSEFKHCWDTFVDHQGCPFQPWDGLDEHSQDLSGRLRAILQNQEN
mIAP block: mouse IAP inhibition. purified mouse IAP, CDP-Star luminescence, 30 min. 330,000 tested, 0.2% active. AID 2806. inhibition, % at 10 µM;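 active means inhibition of at least 40% at 10 µM in the primary screen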;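 further: plate controls were DMSO with enzyme for no effect and no enzyme wells for full effect; values of inactives mirror those of a sister screen read the other way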
APOBEC3A inh: inhibitors of human APOBEC3A DNA deaminase; recombinant A3A, FAM/TAMRA ssDNA deamination fluorescence; inhibition, % at 20 µM; 330,000 tested, 0.41% active;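 active means at least 40% inhibition at 20 µM here, with at most 30% in a related deaminase screen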;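 further: plate controls were A3A with DMSO for no effect and wells lacking A3A enzyme for full effect; some results filed as inactive read as strong as hits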
Target sequence (P31941 whole entry, looked up): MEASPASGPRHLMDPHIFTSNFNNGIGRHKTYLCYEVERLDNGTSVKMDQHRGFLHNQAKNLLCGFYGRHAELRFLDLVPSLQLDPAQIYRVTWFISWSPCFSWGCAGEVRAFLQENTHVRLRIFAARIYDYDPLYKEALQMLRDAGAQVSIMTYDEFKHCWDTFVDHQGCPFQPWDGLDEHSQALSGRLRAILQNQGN
hIAP act: human IAP activation; purified human IAP, CDP-Star luminescence, 30 min; active compounds read high; 1 = vehicle-only enzyme, 0 = enzyme-free background; activation factor at 10 µM; 330,000 tested, 0.16% active;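 active means activation factor of the enzyme at least 2-fold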; further: the source names both 10 and 20 µM as test concentration; values of inactives mirror those of a sister screen read the other way
ATG4B inhibitor: ATG4B (human) cysteine protease inhibition; Q9Y4P1; ATG4B cleavage of LC3-PLA2, NBD-HPC fluorescence, 1 h; inhibition, % at 8.33 µM; 340,000 tested, 0.51% active; in the data active means inhibition above about 40%
Target sequence (Q9Y4P1 whole entry, looked up): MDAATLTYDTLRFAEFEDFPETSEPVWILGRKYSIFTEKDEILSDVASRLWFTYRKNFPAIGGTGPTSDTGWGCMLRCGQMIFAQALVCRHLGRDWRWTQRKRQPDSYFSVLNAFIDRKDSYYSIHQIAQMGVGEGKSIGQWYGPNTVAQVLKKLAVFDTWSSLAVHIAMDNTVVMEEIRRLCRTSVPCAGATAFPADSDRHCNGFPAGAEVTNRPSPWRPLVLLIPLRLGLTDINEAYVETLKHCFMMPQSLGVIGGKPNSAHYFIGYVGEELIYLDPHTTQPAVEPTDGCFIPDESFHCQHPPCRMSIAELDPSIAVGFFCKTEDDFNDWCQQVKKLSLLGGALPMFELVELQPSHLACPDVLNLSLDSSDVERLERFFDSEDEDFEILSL
mIAP act: mouse IAP activation | muIAP, CDP-Star luminescence, 30 min; active compounds read high; 1 = vehicle-only enzyme signal, 0 = enzyme-free wells | activation factor at 10 µM | 330,000 tested, 0.24% active | AID 2805;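 active means activation factor of at least 2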; further: the source names both 10 and 20 µM as test concentration; values of inactives mirror those of a sister screen read the other way
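Assay system: mouse IAP enzyme; Reagent: CDP-Star chemiluminescent phosphatase substrate; Compound: DMSO-dissolved test compounds; Incubation: 30 min, room temperature; Technique: luminescence from enzymatic CDP-Star hydrolysis; Controls: DMSO-only wells and no-enzyme negative control.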
hIAP block: human IAP inhibition; inhibition, % at 10 µM; 330,000 tested, 0.12% active; purified IAP, CDP-Star luminescence, 30 min; AID 2544; P09923;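 active means inhibition reaching a set limit with compound at 10 µM in the primary screen, cut at about 35% in these data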;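 further: plate controls were DMSO wells with enzyme for no effect and no-enzyme buffer wells for full effect; values of inactives mirror those of a sister screen read the other way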
MPTP inh: blocks calcium-induced mitochondrial swelling | isolated mouse mitochondria, Ca2+ swelling absorbance, 30 min | inhibition, % at 10 µM | 360,000 tested, 1.4% active;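 active means inhibition of 50% or more, scaled per plate between neutral and stimulator controls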;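 further: 0% = DMSO wells given calcium and 100% = 1 mM EGTA wells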
* hit, by the source's call; . = not tested or not shown; & = joins results of further samples. Only part of the results is shown; rates above refer to the full screens.

Keys – A = beta cell repl; B = A3G deaminase; C = mIAP block; D = APOBEC3A inh; E = hIAP act; F = ATG4B inhibitor; G = mIAP act; H = hIAP block; I = MPTP inh
[1] CC1=NN(c2ccccc2)C(=O)C1
  A: -2	B: -5	C: -8	D: -1	E: 0.97	F: 4	G: 1.1	H: 3	I: 0.3
[2] CN1CCC(=C2c3ccccc3CCc3sccc32)CC1
  A: -6	B: 2	C: 9	D: 1	E: 1.2	F: 3	G: 0.91	H: -25	I: 5.8
[3] CN(C)C/C=C(/c1ccc(Br)cc1)c1cccnc1
  A: -1	B: -6	C: -10	D: -2	E: 1	F: 4	G: 1.1	H: 0	I: -3.0
[4] CC1(C)OC2CC3C4CC(F)C5=CC(=O)C=CC5(C)C4(F)C(O)CC3(C)C2(C(=O)CO)O1 (stereo not drawn)
  A: 1	B: -7	C: 4	D: -1	E: 1.1	F: 5	G: 0.96	H: -9	I: 2.0
[5] CCOc1ccc(S(=O)(=O)N2CCCCCC2)c2ccccc12
  A: -6	B: -4	C: 6	D: 1	E: 0.8	F: -8	G: 0.94	H: 20	I: -1.0
[6] CC(C)Cn1cnc2c1c(=O)n(C)c(=O)n2C
  A: 0	B: 0	C: 8	D: 1	E: 1	F: 2	G: 0.92	H: 0	I: -0.6
[7] COc1c(O)cc2c(c1O)C1OC(CO)C(O)C(O)C1OC2=O (stereo not drawn)
  A: -2	B: -5	C: 0	D: -5	E: 1.1	F: -5	G: 1	H: -15	I: 2.3
[8] CC(=O)N1C[C@H](O)C[C@H]1C(=O)O
  A: -1	B: -3	C: 9	D: 1	E: 0.97	F: 6	G: 0.91	H: 3	I: -5.5
[9] COc1ccccc1OCC(O)COC(N)=O (stereo not drawn)
  A: 0	B: -4	C: -4	D: -2	E: 0.86	F: -4	G: 1	H: 14	I: 0.4
[10] O=C1N(c2ccccc2)c2ccccc2C1(Cc1ccncc1)Cc1ccncc1
  A: -4	B: -4&-3	C: -2	D: 1&-1	E: 1.2	F: 2	G: 1.1	H: -14	I: -0.8
[11] CCCCCCCCO
  A: 1	B: -10	C: 3	D: -1	E: 0.89	F: 2	G: 0.97	H: 11	I: 2.1
[12] CCCn1ncc(CN2CCCC(C(=O)c3cccc(OC(C)C)c3)C2)c1C (stereo not drawn)
  A: -4	B: -2	C: -3	D: 4	E: 1	F: -9	G: 1	H: -3	I: 2.0
[13] CC(C)(CO)[C@@H](O)C(=O)NCCC(=O)O
  A: -1	B: 1	C: 0	D: 4	E: 1	F: 1	G: 1	H: -2	I: -0.8
[14] CC(=O)O[C@]1(C(C)=O)CC[C@H]2[C@@H]3C=C(Cl)C4=CC(=O)[C@@H]5C[C@@H]5[C@]4(C)[C@H]3CC[C@@]21C
  A: -1&-2	B: -11&-9	C: 7&10	D: -6&-2	E: 0.93&0.88	F: -2&-4	G: 0.93&0.9	H: 7&12	I: 2.0&-1.0
[15] N=C(N=C(N)N)N1CCOCC1
  A: -4	B: -4	C: -8	D: -3	E: 1.2	F: 1	G: 1.1	H: -21	I: -1.9
[16] CN(C)CCCN1c2ccccc2Sc2ccccc21
  A: -7	B: -4	C: -8	D: -2	E: 1	F: 3	G: 1.1	H: -2	I: .
[17] Cc1cc(C)nc(/N=C(\N)Nc2ccc(S(N)(=O)=O)cc2)n1
  A: -1	B: 0	C: -1	D: 5	E: 0.94	F: -6	G: 1	H: 6	I: -0.8
[18] Cc1coc2c1C(=O)C(=O)c1c-2ccc2c1CCCC2(C)C
  A: -6	B: 27	C: 22	D: 16	E: 0.91	F: -4	G: 0.78	H: 9	I: 19
[19] COc1cc2nc(N3CCN(C(=O)C4COc5ccccc5O4)CC3)nc(N)c2cc1OC (stereo not drawn)
  A: -8	B: -4	C: -9	D: 0	E: 0.97	F: -15	G: 1.1	H: 3	I: -4.3
[20] O=C1NCC2(CCN(CCc3ccccc3)CC2)O1
  A: -5	B: 0	C: 2	D: 1	E: 1	F: -7	G: 0.98	H: -4	I: -2.4

Of the compounds above, four have four or more nitrogen atoms:
Keys – A = beta cell repl; B = A3G deaminase; C = mIAP block; D = APOBEC3A inh; E = hIAP act; F = ATG4B inhibitor; G = mIAP act; H = hIAP block; I = MPTP inh
[6] CC(C)Cn1cnc2c1c(=O)n(C)c(=O)n2C
  A: 0	B: 0	C: 8	D: 1	E: 1	F: 2	G: 0.92	H: 0	I: -0.6
[15] N=C(N=C(N)N)N1CCOCC1
  A: -4	B: -4	C: -8	D: -3	E: 1.2	F: 1	G: 1.1	H: -21	I: -1.9
[17] Cc1cc(C)nc(/N=C(\N)Nc2ccc(S(N)(=O)=O)cc2)n1
  A: -1	B: 0	C: -1	D: 5	E: 0.94	F: -6	G: 1	H: 6	I: -0.8
[19] COc1cc2nc(N3CCN(C(=O)C4COc5ccccc5O4)CC3)nc(N)c2cc1OC (stereo not drawn)
  A: -8	B: -4	C: -9	D: 0	E: 0.97	F: -15	G: 1.1	H: 3	I: -4.3

The list continues.
Keys – A = beta cell repl; B = A3G deaminase; C = mIAP block; D = APOBEC3A inh; E = hIAP act; F = ATG4B inhibitor; G = mIAP act; H = hIAP block; I = MPTP inh
[21] COc1nc(C)nc(Cl)c1NC1=NCCN1
  A: -5&-7	B: -3&-2	C: 5&-4	D: 0&2	E: 1.1&0.85	F: 9&0	G: 0.95&1	H: -8&15	I: -0.5&1.5
[22] CC(C)=CC(=O)O[C@@H]1Cc2cc3ccc(=O)oc3cc2OC1(C)C
  A: -2	B: -9	C: -9	D: 1	E: 1	F: -3	G: 1.1	H: -4	I: -0.3
[23] NC(=O)NC(CCC(=O)O)C(=O)O (stereo not drawn)
  A: -1	B: -2	C: 0	D: -1	E: 1	F: -25	G: 1	H: -1	I: 0.4
[24] NS(=O)(=O)c1cc2c(cc1C(F)(F)F)NC(Cc1ccccc1)NS2(=O)=O (stereo not drawn)
  A: -5	B: -7	C: 11	D: -1	E: 0.88	F: -6	G: 0.89	H: 12	I: 0.2
[25] C[C@H]1c2cccc(O)c2C(=O)C2C(=O)C3(O)C(=O)C(C(N)=O)C(=O)[C@@H](N(C)C)[C@@H]3[C@@H](O)[C@@H]21 (stereo partly drawn)
  A: 1	B: -1	C: 3	D: 2	E: 1.1	F: 37	G: 0.97	H: -11	I: 90*
[26] CCCOc1ccccc1-c1nc2n[nH]nc2c(=O)[nH]1
  A: -3	B: -3	C: -5	D: 5	E: 1	F: -1	G: 1.1	H: -2	I: -2.3
[27] O=C(O)COC(=O)Cc1ccccc1Nc1c(Cl)cccc1Cl
  A: 1	B: 0	C: -5	D: 3	E: 0.98	F: 5	G: 1.1	H: 2	I: -2.8
[28] Cc1nc2c3ccccc3nc(NNC(=O)CCC(=O)N3CCN(c4ccccc4)CC3)n2n1
  A: -3	B: 3	C: 8	D: -2	E: 2.3*	F: 3	G: 0.92	H: -128	I: -0.4
[29] CCC[C@H](N[C@@H](C)C(=O)N1[C@H](C(=O)O)C[C@@H]2CCCC[C@@H]21)C(=O)OCC
  A: 0	B: -3	C: -14	D: 1	E: 1.2	F: -6	G: 1.1	H: -20	I: -4.9
[30] Cc1nnc(NS(=O)(=O)c2ccc(N)cc2)s1
  A: -1	B: -4	C: 1	D: 1	E: 0.92	F: 4	G: 0.99	H: 8	I: 0.4

MPTP inh, entries above that show a hit
# | canonical_smiles | A3G deaminase | mIAP block | APOBEC3A inh | hIAP act | ATG4B inhibitor | mIAP act | hIAP block | MPTP inh
25 | C[C@H]1c2cccc(O)c2C(=O)C2C(=O)C3(O)C(=O)C(C(N)=O)C(=O)[C@@H](N(C)C)[C@@H]3[C@@H](O)[C@@H]21 (stereo partly drawn) | -1 | 3 | 2 | 1.1 | 37 | 0.97 | -11 | 90*

Following part
#31 CC1(C)O[C@H]2CC(=O)OCC23[C@H]2CC[C@@]4(C)[C@H](c5ccoc5)OC(=O)[C@H]5O[C@]54[C@]2(C)C(=O)C[C@@H]13 (stereo partly drawn)
#32 CCOC(=O)C1(CCOc2ccccc2)CCN(Cc2ccc(O)c(Cl)c2)CC1
#33 Nc1ccc(C(=O)Nc2ccccc2N)cc1
#34 C/C=C/C=N\NC(=O)c1ccncc1
#35 C=C1c2cccc(O)c2C(=O)C2C(=O)[C@]3(O)C(=O)C(C(N)=O)C(=O)[C@@H](N(C)C)[C@@H]3[C@@H](O)[C@H]12 (stereo partly drawn)
#36 c1ccc2c(CC3=NCCN3)cccc2c1
#37 O=c1cc[nH]c(=O)[nH]1
#38 CC(=O)[C@H]1CC[C@H]2[C@@H]3C[C@H](C)C4=CC(=O)CC[C@]4(C)[C@H]3[C@@H](O)C[C@]12C
#39 Nc1cc(-c2ccncc2)c[nH]c1=O
#40 C[C@]12CC[C@H]3[C@@H](CCC4=CC(=O)CC[C@@]43C)[C@@H]1CC[C@@H]2C(=O)CO
#41 CC(Oc1c(Cl)cccc1Cl)C1=NCCN1 (stereo not drawn)
#42 C[C@H](CCC(=O)O)[C@H]1CC[C@H]2[C@@H]3[C@@H](O)C[C@@H]4C[C@H](O)CC[C@]4(C)[C@H]3CC[C@]12C
#43 O=C(O)[C@@H]1[C@H]2C[C@H]3c4[nH]c5ccccc5c4CCN3C[C@@H]2CC[C@@H]1O
Screen / compound no.	31	32	33	34	35	36	37	38	39	40	41	42	43
beta cell repl	-3	-3	-3	-2	0	-5	0	-6	9	-3	-7	-1	-1
A3G deaminase	2	-2	-7	-7	87	-2	-7	-8	-2	0	-7	-8	-2
mIAP block	15	20	4	-10	49*	4	-11	-7	12	7	6	2	7
APOBEC3A inh	-2	8	-3	-3	98	0	-4	-4	-2	0	3	-4	7
hIAP act	1.3	1.2	0.93	1	0.89	1	1.1	1	1	0.98	0.8	1	0.97
ATG4B inhibitor	-6	-2	4	3	9	0	0	-6	2	-4	.	-2	-6
mIAP act	0.85	0.8	0.96	1.1	0.51	0.95	1.1	1.1	0.88	0.93	0.94	0.98	0.93
hIAP block	-25	-16	7	-2	11	-2	-5	-2	-2	2	20	0	3
MPTP inh	-1.4	4.1	1.6	-0.7	9.1	-1.1	-2.0	-0.1	-1.2	0.1	.	1.9	3.8
